# KOR beta-arrestin-1: KOR agonists, beta-arrestin recruitment, primary screen, cell-based, luminescence, uHTS (AID 1777); 280,000 tested, 0.02% active; activation, % at 10 µM, or EC50 in µM where a hit was titrated; KOR beta-arrestin recruitment, luminescence; higher % means a stronger effect; in the data active = activation above about 50%, passing the limit was not always enough; note: a part of the inactive calls stands beside numbers as strong as those of hits
# KOR beta-arrestin-2: kappa opioid receptor blockers – cell-based, luminescence, uHTS (AID 1778); KOR beta-arrestin recruitment, luminescence, antagonist mode; higher % means a stronger effect; one-dose inhibition, % at 10 µM; IC50 in µM for titrated hits; 290,000 tested, 0.091% active; note: strong numbers were not always called active
# XIAP displacement: small molecules displacing peptide from XIAP – biochemical, IAP family, fluorescence polarization (AID 1018); XIAP BIR domain, fluorescence polarization peptide displacement; higher % means a stronger effect; one-dose displacement, % at 20 µM; IC50 in µM for titrated hits; 200,000 tested, 0.007% active; in the data active = displacement above about 50%; note: a part of the inactive calls stands beside numbers as strong as those of hits
# TNAP activation fold: human TNAP enzyme activators, primary screen, biochemical, luminescent, no phosphate acceptor, uHTS (AID 1001); purified TNAP, luminescent activation assay, no phosphate acceptor; higher activation fold means a stronger effect; one-dose activation fold at 20 µM; EC50 in µM for titrated hits; 200,000 tested, 0.03% active; in the data active = activation fold from about 3, or a potency from the dose series; inactive = the rest, 99 in 100 with activation fold below about 1.6; note: many of its hits are not listed in these tables
# NOD1 inhibition: inhibition of NOD1-driven NF-kB reporter – cell-based, luminescence, uHTS, primary screen (AID 1578); NOD1-driven NF-kB luciferase reporter cells, luminescence; higher % means a stronger effect; inhibition, % at 4 µM; hits with a dose series show EC50 in µM; 290,000 tested, 1% active; in the data active = inhibition mostly above about 36%, no sharp cut-off; inactive = mostly below about 34%;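 note: HEK-293T reporter cells stimulated with the NOD1 agonist gamma-tri-DAP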
# NOD2 inhibition: inhibition of NOD2-driven NF-kB reporter – cell-based, luminescence, uHTS, HEK293 (AID 1566). one-dose inhibition, % at 4 µM; EC50 in µM for titrated hits. HEK293 NOD2/NF-kB luciferase reporter, luminescence; higher % means a stronger effect. 290,000 tested, 0.63% active; note: many of its hits are not listed in these tables
# LYP phosphatase: PTPN22 lymphoid phosphatase activity blockers – biochemical, fluorescence intensity, uHTS (AID 1779); recombinant LYP phosphatase, fluorescence intensity; higher % means a stronger effect; 290,000 tested, 0.054% active; one-dose inhibition, % at 11.5 µM; IC50 in µM for titrated hits;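 note: plate controls were vehicle with enzyme for no effect and no enzyme for full effect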
# human PMI inhibition: MPI enzyme activity inhibition – biochemical, fluorescence intensity, coupled assay, primary screen (AID 1209); purified PMI enzyme, coupled fluorescence intensity; higher % means a stronger effect; inhibition, % at 20 µM, or IC50 in µM where a hit was titrated; 190,000 tested, 0.42% active;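 note: plate controls were DMSO vehicle for no effect and wells lacking substrate for full effect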
# PMI inhibition: human PMI inhibitors, high substrate, primary screen, biochemical, fluorescence intensity, high mannose 6-phosphate (AID 1220) | inhibition, % at 20 µM; hits with a dose series show IC50 in µM | 190,000 tested, 0.66% active | recombinant PMI enzyme, coupled fluorescence intensity; higher % means a stronger effect
# * hit, by the source's call; · = no result given; [ ] = remark or other dose. Cut-off read from the data, not from the text of the source, unless noted: active = inhibition above about 50%; inactive = the rest.
no.	SMILES	KOR beta-arrestin-2	NOD1 inhibition	NOD2 inhibition	KOR beta-arrestin-1	LYP phosphatase	TNAP activation fold	human PMI inhibition	XIAP displacement	PMI inhibition
1	N#Cc1c2n(c3c(-c4ccccc4)ncnc13)CCC2	-17.1%	5.9%	1.9%	0.4%	1.6%	1	-5.8%	-4.5%	-8.5%
2	COCCCN(CC(=O)Nc1ccc(N2CCOCC2)cc1)S(=O)(=O)c1ccc(C)cc1	-1.4%	-26.1%	-20.5%	-1.5%	-9.6%	1.1	5.3%	8.4%	10.0%
3	CCc1ccc(/C=N/NC(=O)c2cc(-c3cccc([N+](=O)[O-])c3)n[nH]2)cc1	-78.0%	2.3%	-42.7%	4.6%	-4.8%	·	·	·	·
4	COc1ccc(-c2cc3nc(C)cc(-c4ccc(OC)cc4)n3n2)cc1	-29.1%[20 µM]	66.8%*	-2.6%	7.0%	-0.1%	·	·	·	·
5	COc1ccc(-c2noc(CN(C)Cc3ccc(C)o3)n2)cc1	-29.7%	-34.2%	-11.5%	-1.1%	-1.4%	1.1	9.6%	3.1%	11.9%
6	CC(C)n1nc(C(=O)OCn2nnc3ccccc3c2=O)c2ccccc2c1=O	22.4%	2.0%	14.8%	2.0%	-0.7%	1	7.6%	-0.5%	2.9%
7	CCC(C)Nc1nc2c(c(=O)n(C)c(=O)n2C)n1Cc1ccc(Cl)cc1 (stereo not given)	5.7%	-9.2%	7.9%	0.7%	2.4%	·	·	·	·
8	COC(=O)c1sccc1NC(=O)CCC1CCCCC1	7.6%	-30.6%	-5.9%	0.9%	4.2%	1	-1.9%	3.7%	-2.3%
9	Cc1ccccc1CS(=O)(=O)Cc1ccc(C(=O)NCc2ccco2)o1	1.1%	11.1%	-10.4%	-1.6%	-9.3%	1.1	-4.1%	-3.3%	0.8%
10	CCCNC(=S)Nc1ccc(Cl)cc1C	-11.9%	-0.9%	19.5%	6.8%	-4.3%	1.1	8.5%	-14.7%	7.3%
11	OC(C#CCN1CCOCC1)(c1ccccc1)C1CC1 (stereo not given)	-16.7%	3.3%	-8.1%	1.5%	-15.2%	1.1	3.5%	-3.4%	4.6%
12	CC(C)CSc1oc(-c2ccco2)nc1S(=O)(=O)c1ccccc1	26.1%	7.7%	-0.9%	2.1%	7.2%	·	·	·	·
13	Cn1c(=O)c2cc(S(=O)(=O)NC(C(=O)Nc3cccnc3)c3ccccc3)ccc2n(C)c1=O (stereo not given)	-30.1%	-20.8%	-11.3%	-0.8%	-2.7%	1.1	-4.8%	-2.9%	-13.2%
14	O=C(Cn1c(=O)sc2ccccc21)Nc1ccc(O)cc1	2.0%	-4.3%	4.4%	4.5%	-6.0%	1.1	-13.8%	-3.3%	0.0%
15	CC(=O)N(C)c1ccc(OCC(O)COc2ccc(N(C)C(C)=O)cc2)cc1	-19.4%	·	3.7%	2.9%	-9.1%	1.1	-1.4%	-7.2%	-6.5%
16	O=C(CSc1nnc(CNC(=O)c2ccc(F)cc2)o1)NCc1ccccc1	18.6%	34.5%	-25.2%	-2.1%	-4.3%	·	·	·	·
17	O=C1CC(c2ccccc2)=NN1c1ccc([N+](=O)[O-])cc1	8.8%	-65.9%	-39.3%	-8.0%	6.1%	1	-12.3%	1.3%	-5.2%
18	Cc1cc(C)cc(NC(=S)NCc2ccc3[nH]c4c(c3c2)CCCC4)c1	-14.5%	-13.7%	-61.3%	2.7%	6.0%	1.2	-2.7%	-64.6%	-3.8%
19	CCCc1cc(-c2nc(-c3ccc(Br)cc3)cs2)ccn1	-16.0%	13.2%	-5.5%	7.1%	2.1%	1.1	2.8%	-3.9%	-6.8%
20	Cn1cc(/C=C2/SC(=O)N(CC(=O)Nc3ccc4c(c3)OCO4)C2=O)c2ccccc21	-31.9%	2.9%	-3.7%	2.4%	-3.2%	1.1	-0.6%	-1.5%	-2.9%
21	O=c1oc2ccccc2cc1-c1cn2ccccc2n1	-5.3%	64.7%*	1.9%	-1.6%	-7.5%	1.1	-25.2%	-4.6%	-4.7%
22	Cc1ccc(S(=O)(=O)NCC(=O)OCC(=O)c2ccc(Cl)s2)cc1	-16.5%	-32.7%	-4.4%	5.6%	-6.9%	·	·	·	·
23	CN(CCc1ccccn1)C(=O)Nc1cc(Cl)cc(Cl)c1	8.9%	-3.1%	9.4%	5.2%	-14.6%	·	·	·	·
24	O=C1CCc2cc(S(=O)(=O)N3CCN(c4cccc(C(F)(F)F)c4)CC3)ccc2N1	-5.4%	-6.5%	12.6%	3.8%	-5.4%	1	12.3%	-3.2%	12.0%
25	CN(c1cccc(NC(=O)CCSc2ccccc2)c1)S(C)(=O)=O	21.2%	-22.6%	-8.9%	0.3%	0.4%	1.1	13.8%	-9.3%	10.2%
26	CCN(CC)S(=O)(=O)c1ccc(/C=C/C(=O)Nc2ccc(F)c(F)c2F)cc1	-14.4%	58.7%	23.0%	2.1%	-4.3%	1.1	1.1%	-1.6%	-0.2%
27	Cc1ccc(N(CC(=O)NCc2ccco2)C(=O)CCC(=O)Nc2ccccn2)cc1C	19.9%	-23.7%	5.9%	-4.7%	-6.3%	1.1	-11.7%	-4.7%	-8.6%
28	CCN(CC)CCCN(C(=O)c1ccco1)c1nc(-c2ccc(C)cc2)cs1	-28.3%	-39.0%	5.3%	-2.5%	-9.6%	1.1	5.6%	-4.1%	6.5%
29	C=CCNc1nnc(SC2CC(=O)N(c3ccc(OCCC)cc3)C2=O)s1 (stereo not given)	26.6%	19.2%	26.0%	-8.7%	-10.0%	0.8	-2.3%	-5.6%	-11.0%
30	O=C(CCCSc1nc2ccccc2[nH]1)NCc1ccco1	-15.0%	15.7%	14.5%	1.4%	-1.3%	1.1	-5.5%	0.0%	-10.2%

# Sorted by count of non-hydrogen atoms (low to high): 5 of the compounds above.
no.	SMILES	KOR beta-arrestin-2	NOD1 inhibition	NOD2 inhibition	KOR beta-arrestin-1	LYP phosphatase	TNAP activation fold	human PMI inhibition	XIAP displacement	PMI inhibition
1	N#Cc1c2n(c3c(-c4ccccc4)ncnc13)CCC2	-17.1%	5.9%	1.9%	0.4%	1.6%	1	-5.8%	-4.5%	-8.5%
17	O=C1CC(c2ccccc2)=NN1c1ccc([N+](=O)[O-])cc1	8.8%	-65.9%	-39.3%	-8.0%	6.1%	1	-12.3%	1.3%	-5.2%
30	O=C(CCCSc1nc2ccccc2[nH]1)NCc1ccco1	-15.0%	15.7%	14.5%	1.4%	-1.3%	1.1	-5.5%	0.0%	-10.2%
18	Cc1cc(C)cc(NC(=S)NCc2ccc3[nH]c4c(c3c2)CCCC4)c1	-14.5%	-13.7%	-61.3%	2.7%	6.0%	1.2	-2.7%	-64.6%	-3.8%
13	Cn1c(=O)c2cc(S(=O)(=O)NC(C(=O)Nc3cccnc3)c3ccccc3)ccc2n(C)c1=O (stereo not given)	-30.1%	-20.8%	-11.3%	-0.8%	-2.7%	1.1	-4.8%	-2.9%	-13.2%

# Further results
no.	SMILES	KOR beta-arrestin-2	NOD1 inhibition	NOD2 inhibition	KOR beta-arrestin-1	LYP phosphatase	TNAP activation fold	human PMI inhibition	XIAP displacement	PMI inhibition
31	Cc1cc(C)cc(NC(=O)C2CCCC2)c1	15.9%	-2.6%	5.0%	3.1%	-9.5%	1.1	5.1%	-4.0%	4.3%
32	Cc1ccc(NC2CCCN(C(=O)c3cc4ncccn4n3)C2)cc1C (stereo not given)	-1.7%	-1.1%	24.9%	5.2%	-0.6%	·	·	·	·
33	COC(=O)c1cn(NC(=O)C2CCCO2)c(=O)c2ccccc12 (stereo not given)	8.1%	-17.7%	14.4%	6.1%	-7.1%	1.1	-21.6%	-3.9%	-15.1%
34	O=C(Nc1ccccc1Cl)N1CCn2c(nc3ccccc32)C1	·	2.4%	11.3%	·	-11.5%	1.2	11.9%	-5.6%	5.6%
35	O=C(Nc1ccc(N2CCOCC2)cc1N1CCOCC1)c1ccc(Cl)cc1	0.9%	-7.1%	2.2%	-5.1%	-5.6%	·	·	·	·
36	O=C(CSc1ccccc1F)NC1CCS(=O)(=O)C1 (stereo not given)	-18.9%	-26.6%	9.6%	0.1%	-3.5%	1	2.5%	-4.8%	2.5%
37	Cn1c(N)c(C(=O)COC(=O)c2ccc(Cl)c(S(=O)(=O)N3CCCCC3)c2)c(=O)n(C)c1=O	·	64.3%*	23.2%	6.4%	-1.1%	1.1	5.1%	-12.1%	2.3%
38	Nc1nc(SCc2ccc(F)cc2)n[nH]1	-27.1%[20 µM]	2.7%	5.4%	-4.4%	-9.9%	·	·	·	·
39	Cc1ccc(-c2noc(CSc3nnnn3C3CCCCC3)n2)cc1	-8.6%	6.7%	5.2%	5.9%	-2.9%	1.1	11.0%	-4.0%	12.6%
40	CC1CN(CCCOc2ccccc2-c2ccccc2)CC(C)O1 (stereo not given)	23.9%[20 µM]	-18.2%	13.8%	-6.7%	-5.2%	1	21.7%	-4.5%	4.7%
41	CCOC(=O)CCc1c(C)c(C#N)c2nc3ccccc3n2c1-n1cnc2ccccc21	6.7%	-2.2%	10.9%	6.1%	-4.2%	1.2	2.9%	-9.3%	5.3%
42	Cc1ccc2c(c1)N(CC(=O)NCc1cccs1)C(=O)CO2	4.6%	-15.4%	-11.4%	2.5%	1.3%	1.1	-14.8%	-1.3%	-5.2%
43	CNC(=S)NNC(=O)Cn1ccc(C)n1	3.0%	-4.7%	-3.2%	2.0%	-2.4%	0.9	10.3%	-0.6%	8.2%
44	CCN(CC)CCNC(=O)Cc1c(C(=O)O)n(C)c2ccccc12	15.8%	-5.5%	2.1%	5.1%	-2.0%	1.2	2.9%	-4.1%	-3.7%
45	O=C(O)Cc1csc(-c2ccc(F)cc2)n1	-32.1%	-28.1%	0.5%	-0.6%	-0.1%	1	-15.6%	-3.9%	-8.0%
46	Cc1ccc2c(c1)N=C(c1ccc(Cl)cc1)CO2	0.6%	-79.2%	-81.8%	0.8%	2.7%	1.1	-0.5%	-6.5%	-2.8%
47	COc1ccc(Cc2[nH]n3c(=O)cc(C(C)C)nc3c2-c2ccccc2)cc1	2.4%[20 µM]	29.3%	8.3%	-4.7%	-0.1%	1.1	8.9%	-2.9%	2.8%
48	Nc1cccc(C(=O)Nc2ccccc2Cl)c1	33.1%	7.9%	-1.9%	23.5%	-2.8%	0.9	-4.9%	-2.6%	1.9%
49	Cc1nc2sc(C(c3cccc(F)c3)N3CCC(C)CC3)c(O)n2n1 (stereo not given)	-5.7%	-9.3%	1.9%	0.0%	-3.3%	1	1.1%	-1.9%	2.2%
50	CCn1c(C)nc2cc(C(=O)N/N=C(\C)c3ccc(OC)cc3O)ccc21	9.4%	-18.7%	15.5%	-3.0%	-0.7%	·	3.4%	-9.4%	-4.2%
51	CC(C)(C)c1cc(N/C=C\c2nnnn2-c2ccc(Br)cc2)no1	-6.6%	10.0%	13.3%	2.6%	-4.1%	1	9.3%	-9.2%	13.1%
52	O=C(COc1ccc(F)cc1)Nc1ccc(-n2cnnn2)cc1	-11.2%	-3.3%	-21.8%	4.6%	-2.1%	1	0.7%	-8.1%	-7.8%
53	Cc1ccc(Cl)c(OCC(=O)Nc2cc(S(=O)(=O)N3CCOCC3)ccc2N2CCCC2)c1	-4.0%	-30.0%	2.0%	1.8%	-3.5%	·	·	·	·
54	COC(=O)c1ccc(Cn2nnc3c(=O)[nH]c(C4CCN(S(=O)(=O)c5ccc(F)cc5)CC4)nc32)cc1	1.4%	-14.4%	2.3%	-3.0%	-6.5%	·	·	·	·
55	c1ccc2c(c1)SCc1nnc(-c3ccncc3)n1-2	-6.5%	0.3%	5.9%	-0.6%	-5.0%	·	·	·	·

# The list is partial; the hit share may differ from the screen's.
